Pf growth 96h – Primary qHTS for delayed death inhibitors of the malarial parasite plastid, 96 hour incubation | actives 6.9% (n = 320,000) | Potency, µM (titrated, usually from 28.7 µM), for inactives: at the highest dose activity change, negative = inhibition, usual class: inhibitors | P. falciparum luciferase reporter growth, 96 h | AID 504834, 2011; further: potency means the concentration at half of the fitted maximal effect; on the % scale 0 is the no-effect control and ±100 the full control effect
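Parasite growth measured via integrated firefly luciferase reporter in P. falciparum. Infected erythrocytes at 2% hematocrit, 0.05% parasitemia final were treated 96 hours at 37 C under 5% CO2, and luminescence was read.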
TbPYK inhibitor – qHTS of Trypanosoma Brucei Inhibitors; Potency, µM (titrated, usually from 76.8 µM), for the others: top-dose activity, negative = inhibition, actives largely listed as inhibitors; actives 0.12% (n = 410,000); pyruvate kinase (Trypanosoma brucei), Q57TT1; TbPYK enzyme, Kinase-Glo Plus ATP luminescence, 45 min; further: potency means the concentration at half of the fitted maximal effect; on the % scale 0 is the no-effect control and ±100 the full control effect; nearly all actives have a fitted effect of over 50% in size
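Quantitative HTS: titrated library compounds versus trypanosomal pyruvate kinase in TEA buffer (pH 7.2) containing KCl, MgCl2, BSA and Tween-20. Reactions were initiated with ADP, 130 uM final. Kinase-Glo Plus luminescence was read after 45 min at RT.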
AmpC inh no detg – qHTS Inhibitors of AmpC Beta-Lactamase (assay without detergent); AmpC nitrocefin hydrolysis, absorbance 480 nm, 0.0001% Triton; Potency, µM (doses to about 57.1 µM), without a hit: top-dose activity change, negative = inhibition, hits mostly inhibitors; actives 0.52% (n = 330,000);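 further: potency means the concentration at half of the fitted maximal effect; plate controls were no compound for no effect and no enzyme for full effect; nearly all actives have a fitted effect of over 20% in size; some results filed as inactive show a strong effect at the top dose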
Target sequence (P00811 whole entry, looked up): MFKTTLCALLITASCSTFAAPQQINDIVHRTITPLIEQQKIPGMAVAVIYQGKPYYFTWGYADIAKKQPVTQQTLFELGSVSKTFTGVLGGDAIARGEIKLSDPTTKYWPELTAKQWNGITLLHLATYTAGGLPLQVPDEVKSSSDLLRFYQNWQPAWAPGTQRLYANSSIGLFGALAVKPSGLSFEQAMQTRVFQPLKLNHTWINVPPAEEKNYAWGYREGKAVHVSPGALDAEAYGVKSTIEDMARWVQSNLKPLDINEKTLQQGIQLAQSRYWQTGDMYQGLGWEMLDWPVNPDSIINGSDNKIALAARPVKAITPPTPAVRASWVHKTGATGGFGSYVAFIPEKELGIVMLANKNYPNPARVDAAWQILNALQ
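AmpC (5.3 nM in the dispensed reagent) in 20 mM phosphate pH 7.0 with 0.01% (detergent screen) or 0.0001% Triton X-100 was preincubated with compounds for 15 min at room temperature. Nitrocefin was then added from an 800 uM solution, and hydrolysis was followed at 480 nm.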
LmPK inh – qHTS Assay for Inhibitors of Leishmania Mexicana Pyruvate Kinase (LmPK); Q27686; purified LmPK, Kinase-Glo ATP luminescence, 1 h; Potency, µM (series often up to 57.5 µM), for inactives: top-dose activity change, negative = inhibition, hits mostly inhibitors; actives 0.37% (n = 290,000); further: potency means the concentration at half of the fitted maximal effect; on the % scale 0 is the no-effect control and ±100 the full control effect
Target sequence (Q27686 whole entry, looked up): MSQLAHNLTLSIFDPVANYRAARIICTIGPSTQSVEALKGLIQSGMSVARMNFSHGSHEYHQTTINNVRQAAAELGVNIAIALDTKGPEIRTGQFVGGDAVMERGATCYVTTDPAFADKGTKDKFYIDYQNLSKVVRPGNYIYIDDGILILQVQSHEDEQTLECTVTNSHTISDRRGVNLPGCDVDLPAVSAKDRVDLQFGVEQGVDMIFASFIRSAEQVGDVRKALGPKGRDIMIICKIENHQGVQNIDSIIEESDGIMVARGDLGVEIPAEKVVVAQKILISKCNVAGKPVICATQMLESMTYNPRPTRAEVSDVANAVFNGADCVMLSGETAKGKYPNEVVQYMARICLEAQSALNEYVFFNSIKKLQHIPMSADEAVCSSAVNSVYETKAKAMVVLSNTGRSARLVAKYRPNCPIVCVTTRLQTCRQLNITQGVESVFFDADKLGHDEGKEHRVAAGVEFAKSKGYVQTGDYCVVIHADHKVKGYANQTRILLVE
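qHTS format; LmPK 0.1 nM; substrates PEP 0.5 mM and ADP 0.1 mM. One-hour room-temperature incubation, then coupled luciferase luminescence; 0.5 nM enzyme wells mark activation.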
Shiga inhibitor – A qHTS for Small Molecule Inhibitors of Shiga Toxin. Vero cells, Shiga toxin protein synthesis inhibition reporter. inhibition, % at 38.7 µM. actives 9.2% (n = 290,000). AID 2315, 2010; in the data active means inhibition mostly above about 28%, no sharp cut-off; inactive means mostly below about 43%; further: 0% is about no effect
Pf growth 48h – Primary qHTS for delayed death inhibitors of the malarial parasite plastid, 48 hour incubation; P. falciparum luciferase growth in erythrocytes, 48 h; AID 504832, 2011; actives 5.9% (n = 310,000); Potency, µM (titrated, usually from 28.7 µM), without a hit: at the top dose activity change, negative = inhibition, actives largely listed as inhibitors; further: potency means the concentration at half of the fitted maximal effect; on the % scale 0 is the no-effect control and ±100 the full control effect
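Here the parasites carry a stable luciferase gene and grow inside erythrocytes in Albumax-based RPMI medium with compound for one erythrocytic cycle. Activity is scored as loss of luminescent signal.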
CHX counter – Cycloheximide Counterscreen for Small Molecule Inhibitors of Shiga Toxin; max response, %; actives 12% (n = 300,000); cell reporter, cycloheximide protein synthesis inhibition counterscreen; in the data active means max response mostly above about 13%, no sharp cut-off; inactive means mostly below about 14%; further: read at 38.3 µM for the half of the compounds with a filed dose; 0% is about no effect
Numbers without * were called inactive; ? = inconclusive; nt = no result given; & = joins results of further samples; [ ] = dose if it differs, or a comment. Unless noted, the call rests on the fitted dose curve; in most records, active means well fitted curve in the direction sought with a large enough effect; inconclusive means small, poorly fitted or top-dose-only effect, or another doubt; inactive means no such curve, though single readings can be large; an effect the other way counts as inactive or inconclusive.

Molecule	TbPYK inhibitor	CHX counter	Shiga inhibitor	AmpC inh no detg	LmPK inh	Pf growth 48h	Pf growth 96h
N#C/C(=C\c1ccc(OCc2ccccc2)cc1)C(N)=O	-21.7%	24.0*	89.6*	-8.8%	2.8%	105.7%[activator]	6.2%
Cc1ccc(-n2c([O-])nc(-[n+]3ccccc3)c2C=O)cc1	-2.2%	9.3	16.0	-7.3%	6.5%	0.2%	-17.0%
CCOC(=O)CCCNC(=O)CCCNC(=O)C(c1ccccc1)c1ccccc1	-12.8%	-2.7	-4.7	78.4%[activator]	3.5%	?	11.8%
CC1(c2ccc(OC(F)F)cc2)NC(=O)N(CC(=O)c2ccc3c(c2)OCO3)C1=O (stereo not drawn)	2.5%	nt	nt	-17.5%	nt	-7.1%	10.0%
C=CCC1CCCC(=O)N2CC[C@H](O)C12 (stereo partly drawn)	-2.9%	0.7&-1.9	-5.3	13.3%	1.7%	27.4%	-49.7%
CCN(CCn1cccn1)C(=O)c1cc(COc2c(F)cccc2F)on1	0.5%	1.1	11.1	15.1%	-9.0%	12.5%	?
CCOC(=O)c1nc(-c2ccc(OC)c(OC)c2)cnc1C#N	0.5%	4.0	10.6	-2.3%	2.6%	25.9%	-2.3%
COc1cc(CN2CCN(Cc3ccc(C)cc3)C(CCO)C2)cc(OC)c1O (stereo not drawn)	-3.6%	-1.4	-9.4	75.0%[activator]	-2.3%	-0.1%	-17.0%
CCC(C)NC(=O)Cn1cnc2sc(C)c(S(=O)(=O)N3CCN(c4ccccc4OC)CC3)c2c1=O (stereo not drawn)	5.0%&4.0%	-2.2	-3.4	-15.1%	-2.5%	-11.9%	-10.0%
Cc1cc(Cl)ccc1OC(C)C(=O)Nc1ccc(C(=O)Nc2ccccc2C(=O)O)cc1 (stereo not drawn)	2.8%	-3.2	-8.4	-32.5%	-7.9%	-7.6%	43.8%[activator]
CCOc1[nH]n(-c2ccccc2)c(=O)c1C=NCc1cccnc1	-1.9%	8.9	-5.7	42.1%	-3.8%	?	18.5µM*
CCN(CC)CCCNC(=O)c1[nH]c2ccccc2c1Sc1ccc(Cl)cc1	-1.4%	1.3	-6.5	140.3%[activator]	2.5%	13.1µM*	13.1µM*
COc1cc(CNC2CCCC2)cc(Cl)c1OCc1ccccc1Cl	2.9%	-2.4	-14.8	33.1%	1.2%	?	?
CCCn1nc(NC(=O)c2cccs2)c2cc3ccccc3nc21	3.8%	9.8	43.3	15.3%	3.0%	?	?
O=S1(=O)N=C2CCCCCN2C(c2ccc(F)cc2)N1 (stereo not drawn)	-0.1%	-3.3	-2.4	-42.7%	-2.9%	-19.5%	0.0%
Cc1ccc(-c2ccc(/C=N/c3ncn[nH]3)o2)cc1Cl	-1.6%	17.1*	25.6	-14.3%	4.6%	-3.1%	15.4%
CC(Cc1n[nH]c(=S)o1)c1ccccc1 (stereo not drawn)	-26.8%	-2.2	-9.7	-52.4%	0.1%	-16.0%	26.5%
Cc1noc(C)c1C(=O)N1CCN(S(=O)(=O)c2cccc(Cl)c2Cl)CC1	2.3%	9.6	-8.2	28.8%	6.4%	-0.9%	-0.4%
COC(=O)c1ccc(C(=O)OC)c(NC(=S)N2CCCC(CO)C2)c1 (stereo not drawn)	-5.6%	1.4	28.3	2.5%	5.2%	5.3%[5.75 µM]	?
Cc1ccc(N)c(C(O)(C(F)(F)F)C(F)(F)F)c1	-4.8%	-5.0	-6.7	-0.9%	12.6%	nt	9.2%
Cc1ccc(C(C)C)c(OCCNCc2ccccc2)c1	-5.2%	-2.1	-1.8	-14.0%	2.8%	8.3%	336.2%[activator]
CCOC(=O)c1nnn2c3ccccc3c(=O)n(C)c12	-5.1%	0.7	3.4	-11.9%	-1.1%	4.3%	0.0%
O=C(c1ccccc1N1CCOCC1)N1CCCC(Nc2ccc(F)cc2)C1 (stereo not drawn)	10.6%	10.7	19.3	48.3%	4.9%	-17.1%	-2.7%
COC(=O)CCNS(=O)(=O)c1ccc2nsnc2c1	0.0%	nt	nt	-23.4%	nt	22.3%	23.2%
CC(C)CC(c1nnnn1CCc1ccccc1)N1CCN(C(=O)c2ccco2)CC1 (stereo not drawn)	0.7%	-5.0	-2.5	77.3%[activator]	1.3%	?	?
Cc1nc2ccccc2c2c1C(=O)N(C)C2=O	0.1%	4.8	11.6	-39.9%	2.2%	-1.1%	?
CCOC(=O)N1C(=O)[C@@](CC)(c2ccccc2)N1C(=O)OCC	-9.7%	16.9	12.5	-5.4%	0.1%	36.3%[activator]	6.4%
Cn1c(S(=O)(=O)c2ccc([N+](=O)[O-])cc2)nc(Br)c1Br	1.9%	3.2	6.7	-10.8%	0.4%	?	9.28µM*
COc1ccccc1N1CCN(C(=O)C2c3ccccc3Oc3ccccc32)CC1	-7.0%	5.1	-18.5	92.7%[activator]	-2.8%	?	?
CC1CCN(C(=O)c2ccccc2SCC(=O)NCC2CCCCC2)CC1	-0.5%	nt	nt	41.5%	nt	?	?
CC(C)N(C(=O)COC(=O)c1cccc(N(C)C)c1)c1ccccc1	1.9%	3.1	14.8	74.9%[activator]	-5.0%	?	?
NC(=O)c1cc([N+](=O)[O-])c(Cl)cc1NCc1cccnc1	3.3%	nt	nt	-19.4%	nt	-19.0%	69.3%[activator]
COC(c1ccccc1)c1nnc(CCC(=O)N(C)CCc2ccccc2)o1 (stereo not drawn)	-0.6%	7.7	5.2	52.4%	-2.7%	7.4%	3.5%
Cc1ccccc1NC(=O)c1sc2nc(N3CCOCC3)c3c(c2c1N)CCCC3	?	18.8*	22.4	-16.6%	1.7%	?	?
COC(=O)Cn1cnc2c(cnn2-c2ccc(OC)cc2)c1=O	-1.6%	22.8*	42.0	-5.1%	-1.1%	26.3%	0.0%
CC[C@@]1(c2ccccc2)C(=O)N(C(=O)OC)N1C(=O)OC	-7.4%	4.8	2.7	-21.0%	0.6%	1.2%	63.5%[activator]
CN(Cc1ccccc1)c1nc2nonc2nc1N1CCCC(CN2CCCC2=O)C1 (stereo not drawn)	-5.7%	-0.6	11.9	109.6%[activator]	-4.0%	?	?
CCOC(=O)C1=C(CN2CCOCC2)NC(=O)NC1c1cc(C)ccc1C (stereo not drawn)	-1.2%	0.7	-8.7	5.2%	-5.8%	-7.0%	nt
COc1cccc(/C=N/Nc2nc(Nc3ccc([N+](=O)[O-])cc3)nc(N3CCCC3)n2)c1O	-1.2%	11.5	28.2	-20.0%	5.3%	?	39.8%[activator]
N=c1sccn1CC(=O)Nc1ccccc1Cc1ccccc1	-0.4%	0.1	-10.7	-4.0%	-1.2%	?	?

One compound at a time (already shown):
Cc1ccc(-n2c([O-])nc(-[n+]3ccccc3)c2C=O)cc1 as listed: TbPYK inhibitor: -2.2%; CHX counter: 9.3; Shiga inhibitor: 16.0; AmpC inh no detg: -7.3%; LmPK inh: 6.5%; Pf growth 48h: 0.2%; Pf growth 96h: -17.0%
CC1(c2ccc(OC(F)F)cc2)NC(=O)N(CC(=O)c2ccc3c(c2)OCO3)C1=O (stereo not drawn) as listed: TbPYK inhibitor: 2.5%; CHX counter: nt; Shiga inhibitor: nt; AmpC inh no detg: -17.5%; LmPK inh: nt; Pf growth 48h: -7.1%; Pf growth 96h: 10.0%

In the list so far, these contain a furan ring, fused or not.
Molecule	TbPYK inhibitor	CHX counter	Shiga inhibitor	AmpC inh no detg	LmPK inh	Pf growth 48h	Pf growth 96h
Cc1ccc(-c2ccc(/C=N/c3ncn[nH]3)o2)cc1Cl	-1.6%	17.1*	25.6	-14.3%	4.6%	-3.1%	15.4%
CC(C)CC(c1nnnn1CCc1ccccc1)N1CCN(C(=O)c2ccco2)CC1 (stereo not drawn)	0.7%	-5.0	-2.5	77.3%[activator]	1.3%	?	?

Next entries
Molecule	TbPYK inhibitor	CHX counter	Shiga inhibitor	AmpC inh no detg	LmPK inh	Pf growth 48h	Pf growth 96h
Cc1nc2ccccc2n1CSc1ccccc1	3.6%	4.9	4.6	-4.8%	0.4%	5.7%	13.9%
COc1cccc(-c2ccc3c(N)c(C(=O)NC4CC4)sc3n2)c1	-17.3%	36.5*	103.5*	7.8%	3.2%	-3.1%	-14.3%
CCOc1ccccc1NC(=O)CCNC(=O)c1ccc(Cl)cc1	3.2%	0.7	2.9	-2.4%	5.0%	-17.0%	-43.1%
Cc1ccc(S(=O)(=O)N(Cc2cc3cc4c(cc3[nH]c2=O)OCCO4)CC2CCCO2)cc1 (stereo not drawn)	3.1%	-2.7	2.5	-12.1%	-5.2%	21.9%	-20.3%
[O-][n+]1c2ccccc2c2n1CCN1CCOC21c1ccc(Cl)cc1 (stereo not drawn)	3.4%	nt	nt	-4.3%	nt	?	?
O=C(C[n+]1cc(Br)cc(Br)c1)c1ccc(-c2ccccc2)cc1	-3.1%	6.1	33.8	-36.8%	-1.0%	nt	?
Cc1ccc(S(=O)(=O)N[C@@H](C)C(=O)N2CCC(C(=O)N[C@@H](Cc3ccccc3)C(=O)O)CC2)cc1	-0.3%	-3.4	13.7	-13.0%	1.9%	20.0%	13.2%
COc1cc(NC(=O)COC(=O)CNC(=O)c2ccc(C)cc2)c(C)cc1[N+](=O)[O-]	-12.2%	1.6	-16.1	-6.0%	1.9%	18.3%	312.9%[activator]
COc1cc(C2OC(=O)c3c2ccc(OC)c3OC)ccc1O (stereo not drawn)	nt	nt	nt	1.3%	nt	7.38µM*	-21.4%
COc1ccccc1-c1cc(C(=O)NCc2ccc(Cl)cc2)no1	-0.9%	-1.7	-6.6	-38.0%	0.0%	-7.2%	70.8%[activator]
CC(=O)c1ccc(OCc2cc(=O)n3ccsc3n2)cc1	4.8%	37.7*	62.6*	-5.3%	-4.4%	125.9%[activator]	147.2%[activator]
Cc1ccc(S(=O)(=O)N2CCN(CC(=O)Nc3ccc4c(c3)CCC4)CC2)cc1C	0.0%	-3.8	-5.4	-8.0%	4.9%	?	?
CNc1nc(C(=O)O)nc(N2CCOCC2)n1	-1.7%	-3.2	-3.1	-17.2%	-2.1%	23.0%	?
CCC(NC(=O)OC(C)(C)C)C(=O)Oc1ccc2c3c(c(=O)oc2c1)CCC3 (stereo not drawn)	-11.8%	-1.8	1.8	20.1%	2.5%	-5.2%	-22.4%
Cc1ccc(NC(=O)/C=C/c2cccc(C(F)(F)F)c2)cc1	3.5%	13.1	-8.5	-36.1%	-3.8%	-11.5%	2.3%

Source: PubChem (National Center for Advancing Translational Sciences (NCATS))
